High-throughput results as filed in PubChem.
XIAP antagonists = XIAP antagonists, biochemical, IAP family, fluorescence polarization (AID 1018); XIAP BIR domain, fluorescence polarization peptide displacement; higher % means a stronger effect; hit rate 0.007% among 200,000; displacement, % at 20 µM; hits with a dose series show IC50 in µM; in the data active = displacement above about 50%; note: a part of the inactive calls stands beside numbers as strong as those of hits
Dynein cargo inh = inhibitors of GR-EGFP nuclear translocation, primary screen, dynein cargo transport inhibitor project, imaging, high-content, 3617.4 mouse cells. z-score, hits read low. hit rate 0.47% among 220,000. test concentration mostly 20 µM; stimulated with dexamethasone, 1 µM; stronger effect = lower value;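 active = plate z-score of nuclear minus cytoplasmic receptor signal below a set negative limit, without overly bright fluorescence or cell loss, cut at about -3.5 in these data, passing the limit was not always enough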;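 note: z-score of nuclear minus cytoplasmic ring GR-EGFP intensity difference per well; some compounds called inactive have numbers as strong as hits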
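Buffer or medium – tet-free medium with charcoal-stripped serum · Signal – automated 10x imaging of fixed Hoechst-stained cells · Also added – dexamethasone agonist, 1.0 µM final, for 30 min · Incubation – induction 48 h, compound 1 h, agonist 30 min · Read-out – GR-EGFP nuclear translocation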
Autophagy HCS = autophagy modulators in MEF cells, primary screen, imaging, high-content, MEF GFP-LC3; MEF GFP-LC3 puncta imaging; test concentration mostly 10 µM; calls only at 10 µM (by protocol); hit rate 0.98% among 190,000;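 active = percentage of spot-positive cells more than 3 SD above its plate mean, without a fluorescence outlier flag or 80% toxicity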;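 note: spot-positive cell cutoff set from DMSO-treated cells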
MT stabilize HCS = microtubule stabilizers in HeLa cells, primary screen, imaging, high-content imaging | HeLa tubulin immunostaining HCS, 24 h; share of cells brighter than vehicle mean+2SD | % tubulin-high responders, % at 10 µM | hit rate 0.83% among 200,000;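 active = plate Z-score above 3 for both tubulin-high and condensed-nucleus cell shares, with cell loss under 80%, at 10 µM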;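 note: anti alpha tubulin signal scored within the nucleus-defined area of each cell; some results filed as inactive read as strong as hits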
Hep lipid drop = inhibitors of hepatocyte lipid droplet formation, primary screen, imaging, high-throughput imaging, BODIPY stain; AML12 mouse hepatocytes, oleate lipid droplets; inhibition, % at 6.5 µM; hit rate 0.4% among 240,000;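 active = lipid droplet intensity inhibited by at least 50%, with more than 500 cells counted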
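Material – AML12 mouse liver cells · Also added – oleate loading, 100 µM · Compound dosing – 6.5 µM single-point dosing · Times – overnight treatment with compound plus oleate · Measured by – fluorescence imaging, 20x objective, two fields per well · Read-out – percent inhibition of filter-corrected integrated lipid droplet intensity per well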
Ins promoter up = insulin promoter activators in MIN6 cells, imaging, high-content screening, mouse beta cells. MIN6 insulin promoter-GFP reporter; stronger effect = higher value. z-score at 5 µM. hit rate 0.3% among 190,000. AID 1625, 2009;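 active = z-score above 3 at 5 µM with at least 500 cells counted in the well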
CSM14.1 death rescue = rescue of cells from ER stress-induced death, primary screen, 384-well, CSM14.1, thapsigargin, ATP luminescence (AID 1222) | CSM14.1 thapsigargin-induced death rescue, ATP luminescence; higher % means a stronger effect | cellular ATP content (survival), % at 20 µM; hits with a dose series show EC50 in µM | 190,000 tested, under 10 active;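 active = EC50 below 50 µM in the dose-response confirmation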;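 note: death triggered by thapsigargin at about 15 µM added after 2 h compound pretreatment; cell ATP read after overnight thapsigargin exposure of roughly 18 to 22 hours; normalized against plate controls of thapsigargin alone and 5% DMSO vehicle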
WT yeast gro inh = growth inhibition of WT strain, primary screen, mitochondrial fusion inhibitor project, WT and mutant strains, chemical genetic; mitochondrial fusion phenotypic screen; inhibition, % at 10 µM; hit rate 2.1% among 190,000; AID 1362, 2008; in the data active = inhibition above about 58%; tested in S. cerevisiae
bCat nuc transl = modulators of beta-catenin nuclear translocation, primary screen, imaging, HeLa cells, immunofluorescence, high-content. hit rate 0.3% among 190,000. AID 1665, 2009. nuclear translocation activity, % at 5 µM;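 active = nuclear translocation activity above 50% at 5 µM, with a well cell count of 50 or more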;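 note: per-cell ratio of nuclear to cytoplasmic median beta-catenin stain intensity; plate controls were DMSO negative control for no effect and GSK-3 inhibitor IX positive control for full effect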
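Assay system: human HeLa cells, native beta-catenin; doses: 5 µM primary, 0.02–20 µM confirmation; incubation: compound treatment 24 h, 37°C, 5% CO2; technique: fluorescence imaging of beta-catenin antibody stain plus DAPI; measure: % activation, nuclear-to-cytoplasmic median beta-catenin signal ratio per cell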
WT yeast gro inh mutant strain = recorded beside WT yeast gro inh, whose call it bears; inhibition, %; mitochondrial fusion phenotypic screen, mutant strain inhibition
Dynein cargo inh cytoplasmic EGFP = second read-out of Dynein cargo inh, no call of its own (marks repeat the call); z-score; measured here: cytoplasmic GR-EGFP intensity; stronger effect = higher value
Dynein cargo inh nuclear GR-EGFP = recorded beside Dynein cargo inh, whose call it bears; z-score; measured here: nuclear GR-EGFP intensity;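 lower value marks the stronger effect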
Dynein cargo inh cell count = further read-out of Dynein cargo inh, marked with its call; z-score; measured here: cell count per field
Ins promoter up cell count = also measured in Ins promoter up; calls as there; cell count; measured here: cytotoxicity, nuclei count;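 total cells summed across four imaged fields per well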
Hep lipid drop cells 6.5 µM = further read-out of Hep lipid drop, marked with its call; cell count; measured here: cell count, cytotoxicity flag;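 cells counted across two imaged fields per well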
bCat nuc transl cell count 5 µM = second read-out of bCat nuc transl, no call of its own (marks repeat the call); cell count; measured here: cell count, cytotoxicity flag
MT stabilize HCS Hoechst-high % = recorded beside MT stabilize HCS, whose call it bears; % Hoechst-high responders; measured here: nuclear condensation Hoechst responders;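 share of cells brighter than vehicle mean plus two SD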
MT stabilize HCS cytotoxicity % = further read-out of MT stabilize HCS, marked with its call; toxicity, %; measured here: cytotoxicity by cell density;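 0% = mean cell density of plate MIN control wells and 100% = no cells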
Autophagy HCS cell loss 18 h = further read-out of Autophagy HCS, marked with its call; toxicity, %; measured here: cell loss, nuclei count;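 cell loss after 18 h compound exposure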
* = called active by the depositor; i = inactive; . = no result given.

SMILES	XIAP antagonists	Dynein cargo inh	Dynein cargo inh cytoplasmic EGFP	Dynein cargo inh nuclear GR-EGFP	Dynein cargo inh cell count	Autophagy HCS	Autophagy HCS cell loss 18 h	MT stabilize HCS	MT stabilize HCS Hoechst-high %	MT stabilize HCS cytotoxicity %	Hep lipid drop	Hep lipid drop cells 6.5 µM	Ins promoter up	Ins promoter up cell count	CSM14.1 death rescue	WT yeast gro inh	WT yeast gro inh mutant strain	bCat nuc transl	bCat nuc transl cell count 5 µM
CCOC(=O)N/N=C(/C)c1ccc(N2C(=O)C3CCCCC3C2=O)cc1 (stereo not drawn)	-1.3%	-0.13	-0.18	-0.0086	0.12	i	-27	5.8	2.8	4.7	-5	649	-0.08	1293	0.0%	-17	4	1.6	1115
O=C(NCc1ccco1)c1ccccc1-c1nc(-c2ccc(F)cc2)no1	.	-0.39	-0.19	-0.25	-0.44	.	.	.	.	.	-4	702	0.16	1452	.	.	.	-1.4	1089
O=C(CSc1ccc2c(c1)OCCO2)Nc1ccc(N2CCOCC2)cc1	-3.5%	0.21	-0.32	0.38	0.79	i	-4	1.8	2.7	7.6	10	739	0.82	1309	0.2%	-11	-3	-1.6	1058
O=C(Cc1cccc(C(F)(F)F)c1)NCc1ccc(Cl)cc1Cl	0.9%	0.31	-0.25	0.24	-0.83	i	-5	6.2	2.5	5.4	0	688	0.87	1472	-4.8%	-6	-18	-1.6	1109
Fc1ccccc1/C=N/n1cc(-c2ccccc2)[nH]c1=S	.	2	-0.81	0.9	0.35	.	.	.	.	.	5	640	0.11	1044	.	.	.	-0.7	1336
O=C(NCCCn1ccnc1)C(=O)Nc1ccccc1	15%	-0.11	-0.35	-0.12	0.51	i	6	1.3	2.0	7.5	12	760	0.05	1365	0.0%	6	4	0.0	1613
CN1CCN(C2=C(Cl)C(=O)N(CCc3ccccc3)C2=O)CC1	-7.4%	-1	0.38	-0.92	-0.31	i	7	3.3	1.7	3.1	0	496	-0.29	1842	-1.7%	5	-7	-0.8	1055
CCN1CCc2nc(NC(=O)CC(c3ccccc3)c3ccccc3)sc2C1	-4.1%	0.54	0.34	0.1	-0.86	i	-7	3.7	2.3	5.3	.	.	0.42	1453	6.4%	18	7	-1.3	1381
O=C(COC(=O)c1n[nH]c2ccccc12)NC(=O)NC12CC3CC(CC(C3)C1)C2	-21%	-0.23	-0.17	-0.22	0.24	i	-4	0.7	0.9	6.1	.	.	1.7	1445	0.4%	0	-12	0.6	770
Cc1ccc(N2CCN(C(=O)c3ccccc3NC(=O)c3ccccc3C(=O)O)CC2)cc1	-4.7%	0.88	-0.28	0.13	-0.65	i	-8	3.6	3.3	11	3	728	0.03	1320	-0.2%	4	-13	.	.
CCc1cc2cc(C)c(C)cc2nc1SCC(=O)Nc1cc(C)on1	-0.8%	0.39	-0.37	-0.45	1.1	i	-3	3.4	2.7	7.6	7	686	0.1	1443	-0.7%	15	-20	0.7	1495
Cc1cc(C(=O)COC(=O)c2ccc3c(c2)NC(=O)CS3)c(C)n1CCc1ccc(Cl)cc1	-17%	-0.29	-0.011	0.17	-0.24	i	-7	5.2	3.9	7.4	-15	673	1.6	1304	-1.5%	-19	9	0.0	1414
COCCNc1nnc(SCC(=O)Nc2cc(-c3ccccc3)nn2-c2ccccc2)s1	-2.2%	-0.51	-0.21	-0.28	0.56	i	5	2.3	2.7	11	-3	650	-0.24	1528	-0.7%	5	22	0.5	1068
COc1ccc(Cl)cc1C(=O)NNC(=O)CSc1nnc2ccccn12	-2.4%	-1.2	-0.12	-0.88	-0.35	i	-1	2.3	2.1	5.2	12	706	0.6	1401	-0.1%	13	14	-0.6	1031
Cc1cc(C(=O)OCC(=O)Nc2ccc(S(=O)(=O)N3CCOCC3)cc2)c(C)o1	-8.6%	0.12	-0.025	0.085	0.13	i	-5	1.9	1.8	7.5	.	.	-0.12	1199	-2.3%	13	-3	-6.6	865
Oc1c(Cl)cc(Cl)cc1/C=C/c1ccc2cccc(O)c2n1	-4.5%	0.61	0.78	0.91	-0.6	i	-1	5.1	3.8	1.6	-18	680	2	1534	-0.5%	51	17	-1.6	1054
COc1ccc(/C=C/c2nnc(NC(=O)C(C)C)s2)cc1	.	0.26	-0.24	0.8	0.26	.	.	.	.	.	-28	797	-0.32	930	.	.	.	0.7	1302
COc1cc(CNCc2ccc(SC)cc2)cc(OC)c1	-5.6%	0.61	1.5	1.1	-0.72	i	-7	5.0	2.5	1.6	6	726	-0.93	1435	-0.6%	-2	5	0.7	1153
CCN=C(Nc1cccc(F)c1)SC1CC(=O)N(c2ccc(OC)cc2)C1=O (stereo not drawn)	-5.2%	-0.82	-0.19	-0.2	0.27	i	-18	4.4	2.4	11	.	.	.	.	0.4%	10	3	.	.
CC(C)NC(=O)NS(=O)(=O)c1cnccc1N1CCCCC1	2.1%	-0.34	0.28	-0.13	0.37	i	-3	3.8	2.5	4.6	1	739	.	.	33%	1	6	-0.1	514
Cc1c(N2C(=O)CSC23C(=O)Nc2ccccc23)c(=O)n(-c2ccccc2)n1C (stereo not drawn)	-0.3%	0.21	-0.18	-0.044	0.28	i	1	2.5	2.3	9.4	.	.	0.08	1331	-0.2%	9	2	2.1	1367
Cc1c(C)c2ccc(OS(C)(=O)=O)cc2oc1=O	-8.2%	-0.91	0.83	0.0017	0.4	i	9	3.2	2.4	4.0	10	706	0.64	1286	-8.2%	-5	17	0.0	892
Cc1[nH]c(=O)[nH]c(=O)c1S(=O)(=O)NCCOC12CC3CC(CC(C3)C1)C2	-4.5%	-0.39	-0.15	0.2	0.12	i	-7	6.4	1.4	8.9	8	730	0.26	1305	-1.8%	15	19	.	.
CN1CCN(C(=O)c2ccc(N(Cc3ccc(Cl)cc3)S(C)(=O)=O)cc2)CC1	-4.1%	0.3	-0.17	0.46	-0.68	i	-3	5.6	2.9	6.1	-17	691	-0.1	984	-1.1%	5	1	-0.7	1162
O=S1(=O)C=CC(Sc2nc3ccccc3[nH]2)C1 (stereo not drawn)	-0.5%	-0.68	-0.18	-0.42	0.38	i	3	1.1	1.7	10	.	.	1.1	1255	7.3%	-9	-11	-4.3	834
O=C(Nc1ccc(F)c(F)c1)c1oc2ccccc2c1NC(=O)C1CCCO1 (stereo not drawn)	-9.2%	-0.18	-0.23	-0.032	0.69	i	-10	4.4	3.6	9.8	0	662	0.97	1083	.	-4	-21	2.0	1118
Cc1cnn(-c2ccc3nnc(-c4ccc(Br)cc4)n3n2)c1	0.3%	-0.33	-0.19	0.041	0.046	i	-5	8.1	2.8	12	41	737	-1.3	1276	0.2%	-5	-2	-0.3	1109
CC1CCN(C2CCN(C(=O)c3ccccc3F)CC2)CC1	.	0.59	-0.25	0.25	-0.56	.	.	.	.	.	-19	470	-0.43	1072	.	.	.	0.9	1291

Rewritten in CSV form: part of the list above.
structure,XIAP antagonists,Dynein cargo inh,Dynein cargo inh cytoplasmic EGFP,Dynein cargo inh nuclear GR-EGFP,Dynein cargo inh cell count,Autophagy HCS,Autophagy HCS cell loss 18 h,MT stabilize HCS,MT stabilize HCS Hoechst-high %,MT stabilize HCS cytotoxicity %,Hep lipid drop,Hep lipid drop cells 6.5 µM,Ins promoter up,Ins promoter up cell count,CSM14.1 death rescue,WT yeast gro inh,WT yeast gro inh mutant strain,bCat nuc transl,bCat nuc transl cell count 5 µM
Cc1c(C)c2ccc(OS(C)(=O)=O)cc2oc1=O,-8.2%,-0.91,0.83,0.0017,0.4,i,9,3.2,2.4,4.0,10,706,0.64,1286,-8.2%,-5,17,0.0,892
Cc1[nH]c(=O)[nH]c(=O)c1S(=O)(=O)NCCOC12CC3CC(CC(C3)C1)C2,-4.5%,-0.39,-0.15,0.2,0.12,i,-7,6.4,1.4,8.9,8,730,0.26,1305,-1.8%,15,19,.,.
CN1CCN(C(=O)c2ccc(N(Cc3ccc(Cl)cc3)S(C)(=O)=O)cc2)CC1,-4.1%,0.3,-0.17,0.46,-0.68,i,-3,5.6,2.9,6.1,-17,691,-0.1,984,-1.1%,5,1,-0.7,1162
O=S1(=O)C=CC(Sc2nc3ccccc3[nH]2)C1 (stereo not drawn),-0.5%,-0.68,-0.18,-0.42,0.38,i,3,1.1,1.7,10,.,.,1.1,1255,7.3%,-9,-11,-4.3,834
O=C(Nc1ccc(F)c(F)c1)c1oc2ccccc2c1NC(=O)C1CCCO1 (stereo not drawn),-9.2%,-0.18,-0.23,-0.032,0.69,i,-10,4.4,3.6,9.8,0,662,0.97,1083,.,-4,-21,2.0,1118
Cc1cnn(-c2ccc3nnc(-c4ccc(Br)cc4)n3n2)c1,0.3%,-0.33,-0.19,0.041,0.046,i,-5,8.1,2.8,12,41,737,-1.3,1276,0.2%,-5,-2,-0.3,1109
CC1CCN(C2CCN(C(=O)c3ccccc3F)CC2)CC1,.,0.59,-0.25,0.25,-0.56,.,.,.,.,.,-19,470,-0.43,1072,.,.,.,0.9,1291
